# Compound activity deposited in PubChem by Johns Hopkins Ion Channel Center.
# Kir21 block: inhibitors of mouse Kir2.1 inward-rectifier potassium channel; actives 0.85% (n = 310,000); B-score at 10 µM; HEK293-Kir2.1, FluxOR thallium flux fluorescence; active compounds read low; Inward rectifier potassium channel 2 (Mus musculus), P35561;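 active = fluorescence ratio B-score at or below minus 3 SD of library scores, with starting-brightness B-score within 2 SD, cut at about -4.2 in these data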;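 note: channel flux triggered by added potassium and thallium sulfate stimulus; B-score of peak minus minimum fluorescence over baseline after thallium stimulus; more negative B-score means stronger Kir2.1 block with less thallium influx; some compounds called inactive have numbers as strong as hits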
# KCNQ2 inh: KCNQ2 potassium channel inhibitors, primary screen, cell-based, CHO-K1, FluxOR thallium flux, B-score (AID 2156); Potassium voltage-gated channel subfamily KQT member 2 (Rattus norvegicus), O88943; 20 min; active compounds read low; B-score at 10 µM; actives 1.1% (n = 310,000);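 active = fluorescence ratio B-score at most minus 3 library SDs, with starting brightness B-score within 2 library SDs, cut at about -5.5 in these data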
# Target sequence (O88943 whole entry, looked up): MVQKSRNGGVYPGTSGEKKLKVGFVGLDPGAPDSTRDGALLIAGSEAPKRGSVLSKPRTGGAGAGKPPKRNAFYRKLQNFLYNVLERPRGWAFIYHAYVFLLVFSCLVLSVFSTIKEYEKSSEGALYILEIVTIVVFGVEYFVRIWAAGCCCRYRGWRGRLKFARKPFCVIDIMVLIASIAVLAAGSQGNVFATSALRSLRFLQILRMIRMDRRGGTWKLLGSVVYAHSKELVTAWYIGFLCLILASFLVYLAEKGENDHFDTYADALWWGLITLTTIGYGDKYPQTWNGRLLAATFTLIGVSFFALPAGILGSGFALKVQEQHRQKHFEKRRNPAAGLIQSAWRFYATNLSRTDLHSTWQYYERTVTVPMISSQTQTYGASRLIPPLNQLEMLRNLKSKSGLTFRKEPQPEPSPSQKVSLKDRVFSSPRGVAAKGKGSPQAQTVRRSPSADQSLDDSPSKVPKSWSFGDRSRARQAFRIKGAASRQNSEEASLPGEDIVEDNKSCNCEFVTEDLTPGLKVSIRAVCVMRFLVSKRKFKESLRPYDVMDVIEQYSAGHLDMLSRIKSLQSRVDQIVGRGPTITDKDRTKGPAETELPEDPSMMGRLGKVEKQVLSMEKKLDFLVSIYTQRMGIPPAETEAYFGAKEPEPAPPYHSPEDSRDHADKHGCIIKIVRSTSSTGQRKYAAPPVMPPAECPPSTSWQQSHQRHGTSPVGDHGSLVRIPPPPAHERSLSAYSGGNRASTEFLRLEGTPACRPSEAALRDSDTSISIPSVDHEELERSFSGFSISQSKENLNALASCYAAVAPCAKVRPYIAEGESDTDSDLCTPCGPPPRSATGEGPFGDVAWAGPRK
# * hit, by the source's call; i = inactive. Compounds were not picked by outcome, and some 1.8% of all compounds hit somewhere here.
# Each structure is followed by: Kir21 block	KCNQ2 inh
[1] C=CCNC(=S)NNc1nc(Nc2ccccc2)nc(N2CCCCC2)n1
  1.19	i
[2] CCC1(C)Cc2ccccc2C(Nc2c(C)n(C)n(-c3ccccc3)c2=O)=N1 (stereo not drawn)
  -0.38	i
[3] Cc1ccccc1C(=O)N1CCC(C(=O)NCc2ccc(Cl)cc2)CC1
  -0.08	i
[4] CC(=O)Oc1ccccc1N(C(C)=O)S(=O)(=O)c1ccc2ccccc2c1
  -1.7	i
[5] CCCCCC(=O)Nc1cc(S(=O)(=O)N2CCOCC2)ccc1N1CCN(C)CC1
  2.97	i
[6] CC1CCCN(C/C=C/c2ccccc2[N+](=O)[O-])C1 (stereo not drawn)
  0.34	i
[7] CCCOc1cccc(C(=O)N(Cc2ccc(OC)c(OC)c2)C2CCS(=O)(=O)C2)c1 (stereo not drawn)
  -0.02	i
[8] O=C(CCS(=O)(=O)c1cccc2nsnc12)N1CCN(c2ccccc2F)CC1
  -0.03	i
[9] Cc1ccc(-c2nc(CS(=O)CC(=O)NCCN3CCCCCC3)c(C)o2)cc1 (stereo not drawn)
  0.76	i
[10] CC(=O)N1CN(C2CCCC2)Cc2c1sc1c2CCCC1
  -0.14	i
[11] NC(=O)c1oc2ccccc2c1NC(=O)C1CCCCC1
  -0.16	i
[12] O=C(COC(=O)c1cc(=O)[nH]c(=O)[nH]1)Nc1cccc(S(=O)(=O)N2CCOCC2)c1
  -2.38	i
[13] Cc1ccc(OCC(=O)Nc2ccccc2C(N)=O)cc1
  -1.35	i
[14] COc1ccc(N2CCN(C(=O)c3ccc(CSc4ccccc4)cc3)CC2)cc1
  2.32	i
[15] CCn1c(SCC(=O)NC2CC2)nnc1-c1ccccn1
  -1.11	i
[16] O=C(Cc1ccc(Br)cc1)NC1CCCc2ccccc21 (stereo not drawn)
  1.1	i
[17] CC(=O)c1ccc(OC(=O)N2CCOCC2)cc1
  0.43	i
[18] CCc1ccc(NC(=O)COC(=O)CCc2nc3cc(S(=O)(=O)N(CC)CC)ccc3n2C)cc1
  0.78	i
[19] O=C(Nc1cccc(S(=O)(=O)N2CCCCCC2)c1)C1CCN(C(=O)c2ccc(F)cc2)CC1
  0.03	i
[20] CN(C(=O)c1ccc2c(c1)CCN2S(C)(=O)=O)c1ccccc1
  -1.99	i
[21] O=C(CCN1CCOCC1)Nc1ccc(Cl)cc1
  -0.12	i
[22] O=C(NC1CCCC1)C(c1ccccc1)N(Cc1ccccc1)C(=O)c1csnn1 (stereo not drawn)
  -0.24	i
[23] Cc1ccc(-c2nc3ncccn3c2NC2CCCC2)o1
  -1.36	i
[24] CCC(Oc1ccccc1)C(=O)N(C)CC(=O)N(CC(C)C)c1c(N)n(CC(C)C)c(=O)[nH]c1=O (stereo not drawn)
  1	i
[25] O=C(Nc1nnc(SCc2cccnc2)s1)C1CC(=O)N(c2ccc(F)cc2)C1 (stereo not drawn)
  -0.6	i
[26] Cc1cccc(N2CC(C(=O)OCc3ccc([N+](=O)[O-])cc3)CC2=O)c1 (stereo not drawn)
  0.1	i
[27] C/C=C\C(=O)Nc1cccc(C2=NOC3(C2)C[C@@H](C(N)=O)N(C(=O)CC(c2ccccc2)c2ccccc2)C3)c1 (stereo partly drawn)
  -1.49	i
[28] CCOc1ccc(CN2CCN(S(=O)(=O)c3ccc(NC(C)=O)cc3)CC2)cc1
  0.06	i
[29] CN(C(=O)CCNC(=O)Cn1cnc2ccccc2c1=O)c1ccccc1F
  -0.77	i
[30] CC(C)(C)OC(=O)N1CCC(Cc2cc(-c3cccnc3)no2)(C(=O)O)CC1
  -0.24	i
[31] CCNc1nc(NC(C)C)nc(N(C#N)C(C)C(=O)N(C)C)n1 (stereo not drawn)
  -0.76	i
[32] Cc1ccccc1NCC(=O)N/N=C/c1c(C)c(C(=O)c2ccc(Cl)cc2)n2ccccc12
  -0.97	i
[33] Cc1nc2c(c3c1[nH]c1ccccc13)C(O)CC(C)(C)C2 (stereo not drawn)
  -0.19	i
[34] CN1CCN(NC(=S)Nc2ccc(Oc3ccccc3)cc2)CC1
  -1.12	i
[35] Cc1ccc2c(c1)N(CC(=O)O)C(=O)CO2
  2.14	i
[36] Cc1nn(-c2ccccc2)c(C)c1/C=N/n1c(-c2ccccc2Br)n[nH]c1=S
  0.79	i
[37] CC(C)C(NC(=O)C(C)N1C(=O)c2ccccc2C1=O)c1ccccc1 (stereo not drawn)
  -0.77	i
[38] Cc1ccc(NS(=O)(=O)c2ccc(OCC(=O)N3CCOCC3)cc2)cc1
  0.16	i
[39] COc1ccccc1-c1nnc(SC(C)C(=O)N2CCOCC2)o1 (stereo not drawn)
  0	i
[40] Cc1nn(C(=O)N2CCOCC2)c(C)c1C
  2.04	i
[41] Cc1cc(Br)ccc1NC(=O)CN(C)C(=O)CCSc1ccc(F)cc1
  0.04	i
[42] CN(CC(=O)Nc1ccccc1Cl)C(=O)C1CCN(C(=O)c2ccc(Cl)cc2)CC1
  0.03	i
[43] Cc1ccccc1OCCCC(=O)Nc1ccc(S(=O)(=O)Nc2onc(C)c2C)cc1
  -0.99	i
[44] CCCCOC(=O)c1nc(Cl)c(Cl)c(N)c1Cl
  -0.58	i
[45] CC1(C(=O)N2CCN(C(=O)c3ccco3)CC2)CC1(Br)Br (stereo not drawn)
  0.17	i
[46] Cc1ccc(S(=O)(=O)N2CCC(C(=O)NCC3CC3)CC2)cc1
  -1.08	i
[47] CC(C)CCNC(=O)C(C)N(C(=O)c1snc(C(N)=O)c1N)c1cnc2ccccc2c1 (stereo not drawn)
  0.31	i
[48] Cc1nnc(SC/C=C/c2ccccc2)n(N)c1=O
  -2.43	i
[49] C=C(C)COc1ccc(-c2nc(N)ncc2-c2ccc(Br)cc2)c(O)c1
  0.34	i
[50] Nc1c(C(=O)O)sc2nc(-c3ccccc3)cc(-c3ccc(Cl)cc3)c12
  -0.54	i
[51] O=C(CCCc1ccccc1)NCCc1ccccc1
  0.89	i
[52] Cc1cc(OCc2ccccc2)ccc1/C(O)=C1/C(=O)C(=O)N(Cc2cccnc2)C1c1ccncc1 (stereo not drawn)
  0.8	i
[53] CN(C)S(=O)(=O)c1ccc(N2CCCC2)c(C(=O)Nc2ccccc2)c1
  1.92	i
[54] CCOc1ccc(N2C(=O)CC(N(CCc3ccc(OC)c(OC)c3)C(=O)/C=C/C(=O)O)C2=O)cc1 (stereo not drawn)
  -0.56	i
[55] CN(C)c1ccc(C(=O)Nc2cc(C(F)(F)F)ccc2-n2cncn2)cc1
  -0.44	i
[56] CC(=O)Nc1ccc(NC(=O)c2cc(-c3cc(C)cc(C)c3O)n[nH]2)cc1
  -0.35	i
[57] O=C(CNC1CCCCC1)Nc1ccc(Cl)cc1
  1.82	i
[58] CCCNC(=O)c1nn2c(C(F)(F)F)cc(-c3ccccc3)nc2c1Br
  0.02	i
[59] Cc1cc([N+](=O)[O-])ccc1NC(=O)C1CCCO1 (stereo not drawn)
  0.02	i
[60] Cc1cccc(C(=O)NCCC(=O)Nc2ccc(C#N)cc2)c1
  -0.04	i

# The results go on.
# Each structure is followed by: Kir21 block	KCNQ2 inh
[61] Cc1nc2ccc(C(=O)Nc3ccc4nc[nH]c4c3)cc2[nH]1
  -1.33	i
[62] CN(C(=O)CSC1=NCCS1)c1ccccc1
  -0.64	i
[63] COCCn1c(C)cc(C(=O)COC(=O)CCS(=O)(=O)c2ccc(C)cc2)c1C
  0	i
[64] CCc1ccc(NC(=O)COC(=O)c2cccs2)cc1
  -0.1	i
[65] CCOc1ccc(NC(=O)C[n+]2ccccc2)cc1
  -0.94	i
[66] CCCOc1ccc(N2C(=O)CC(N(CCc3ccc(OC)c(OC)c3)C(=S)Nc3ccccc3)C2=O)cc1 (stereo not drawn)
  0.02	i
[67] Cc1ccc(C)c(N=Cc2cc3c(cc2[N+](=O)[O-])OCO3)c1
  0.27	i
[68] Cc1ccnc(NS(=O)(=O)c2ccc(NC(=O)CN3C(=O)c4ccccc4S3(=O)=O)cc2)n1
  0.68	i
[69] Cc1ccc(Cn2cc(/C=N/NC(=O)Cc3nnc(NC(=O)c4ccc(C)cc4)s3)c3ccccc32)cc1
  1.4	i
[70] Cn1c(N)c(S(=O)(=O)N2CCCC2)c(=O)n(C)c1=O
  0.89	i
[71] CCc1nc(SCC(=O)N2CCN(c3ccccc3)CC2)c2oc3ccccc3c2n1
  -1.91	i
[72] Oc1c(Br)cc(Br)cc1C=NCc1ccc(F)cc1
  1.08	i
[73] S=C(NCCCN1CCOCC1)N1CCN(c2cccc(Cl)c2)CC1
  0.5	i
[74] Cc1ccc([N+](=O)[O-])cc1NC(=O)CN1CCCCC1
  -0.25	i
[75] CC1(C)CC[C@]2(C(=O)O)[C@H](O)C[C@]3(C)C(=CCC4[C@@]5(C)C[C@H](O)[C@H](O)[C@@](C)(CO)C5CC[C@]43C)[C@@H]2C1 (stereo partly drawn)
  -0.82	i
[76] CCOC(=O)c1c(NC(=O)c2cccs2)sc(C)c1CC
  -1.06	i
[77] CCOC(=O)C1=C(O)C(=O)N(c2ccc(S(N)(=O)=O)cc2)C1c1ccc(OC)cc1OC (stereo not drawn)
  0.16	i
[78] Cc1cnc([N+](=O)[O-])n1CCOC(=O)NC(=O)c1c(F)cccc1F
  0.59	i
[79] COc1ccc(-n2nc(C(=O)NCC(=O)N3CCCC3)c3ccccc3c2=O)c(OC)c1
  -0.84	i
[80] Cc1ccc(S(=O)(=O)N2CCCCC2)cc1C(=O)NCc1ccccn1
  0.76	i
[81] O=C(Nc1cccc(-n2cnnn2)c1)c1ccc(OC(F)(F)F)cc1
  0.29	i
[82] CCC(Br)C(=O)Nc1ccc(OC)cc1 (stereo not drawn)
  0.46	i
[83] CN(CCc1ccccn1)C(=O)CCc1nnc(CCCc2ccccc2)o1
  -0.06	i
[84] N#Cc1ccsc1NC(=O)CCS(=O)(=O)c1ccccc1
  1.23	i
[85] O=C(CN1C(=O)c2ccccc2S1(=O)=O)c1ccccc1Cl
  0.68	i
[86] NC(=O)c1ccc[n+](Cc2ccc(-c3ccccc3)cc2)c1
  -0.19	i
[87] O=C(Nc1ccc(N2CCOCC2)cc1)c1cc(-n2cnnc2)ccc1Cl
  -0.14	i
[88] CCN(CC)CCN(C(=O)Cn1nnc(-c2ccc(C)o2)n1)C(C(=O)NC1CCCC1)c1ccc(F)cc1 (stereo not drawn)
  -0.32	i
[89] COc1cccc(Oc2cc(Cl)nc(N)n2)c1
  -1.13	i
[90] CCCCn1c(N)c(N(CCC(C)C)C(=O)C2CC(=O)N(c3ccc4c(c3)OCCO4)C2)c(=O)[nH]c1=O (stereo not drawn)
  2.2	i
[91] C=COc1ccc(N2C(=O)c3ccccc3OC2C)cc1 (stereo not drawn)
  0.35	i
[92] COc1ccc(Cc2c(Cl)ncnc2Cl)cc1
  1.03	i
[93] COc1ccc(/C=N/NC(=O)C(=O)/C=C2\NC3(CCCC3)Cc3ccccc32)cc1
  0.87	i
[94] COCCc1ncc(CN2CCC(C(=O)Nc3ccc(-n4cccn4)cc3)CC2)cn1
  0.01	i
[95] CCC1CCCCN1C(=S)Nc1ccc(S(=O)(=O)Nc2ncccn2)cc1 (stereo not drawn)
  2.29	i
[96] CC(=O)N1CCN(C(=O)CSc2cc(C)c(Br)cc2C)CC1
  -0.92	i
[97] O=C(Nc1ccc(Oc2ncnc3cc(Cl)ccc23)nc1)Nc1cccc(C(F)(F)F)c1
  -3.68	i
[98] Cc1csc(Nc2ccc(C(=O)O)cc2)n1
  0.82	i
[99] NS(=O)(=O)c1ccc(CCNC(=O)CSc2nc3ccccc3c3nc(CCN4CCCCC4)nn23)cc1
  1.14	i
[100] COc1ccc(C2=NOC(C(=O)NCCCN3CCOCC3)C2)cc1 (stereo not drawn)
  1.26	i
[101] Cc1ccc(S(=O)(=O)/C(C#N)=C/c2c(N3CCC(C(N)=O)CC3)nc3ccccn3c2=O)cc1
  1.43	i
[102] COc1ccc(S(=O)(=O)N2CCN(C(=O)c3cc(-c4ccc(Br)cc4)n[nH]3)CC2)cc1OC
  -0.74	i
[103] CCOc1ccc(C2NC(=O)c3ccccc3O2)cc1OC (stereo not drawn)
  2.72	i
[104] O=C(CCc1nnc(Cc2c[nH]c3ccccc23)o1)NCC1CC12CCCCC2 (stereo not drawn)
  -0.69	i
[105] COc1ccc(/C(C)=N/NC(=O)CNC(=O)Cc2ccccc2)c(OC)c1
  -1.09	i
[106] Cc1ccc(S(=O)(=O)CC(=O)c2ccc(C(C)(C)C)cc2)cc1
  -2.31	i
[107] Cc1ccccc1C1C(C#N)=C2NC(=O)c3c(sc4c3CCCCC4)N2C2=C1C(=O)CC(C)(C)C2 (stereo not drawn)
  1.41	i
[108] Cc1ccc(CC(=O)NCCS(=O)c2ccc(Cl)cc2)cc1 (stereo not drawn)
  -2.89	i
[109] CC(=O)c1ccc(NC(=O)C(C)N(C)CC(=O)Nc2ccccc2Cl)cc1 (stereo not drawn)
  0.15	i
[110] CN(Cc1ccc(F)cc1)C(=O)c1cccc(OC2CCN(C3CCCC3)CC2)c1
  0.46	i
[111] COc1ccc(NS(=O)(=O)c2ccc3c(c2)oc(=O)n3C)cc1Cl
  -3.47	i
[112] CCNC(=S)N1CCN(c2nc(-c3cccc(OC)c3)cs2)CC1
  0.25	i
[113] O=C(NCc1ccccn1)c1ccc(N2CCCC2)c([N+](=O)[O-])c1
  0.26	i

# Complete entries, quoted from the list. Order of values: Kir21 block	KCNQ2 inh
# Shown for `Cc1nnc(SC/C=C/c2ccccc2)n(N)c1=O` = -2.43	i
# Shown for `CN(C(=O)c1ccc2c(c1)CCN2S(C)(=O)=O)c1ccccc1` = -1.99	i
# Shown for `CC(=O)N1CN(C2CCCC2)Cc2c1sc1c2CCCC1` = -0.14	i
# Shown for `Cc1ccc2c(c1)N(CC(=O)O)C(=O)CO2` = 2.14	i
# Shown for `Cc1ccc(C)c(N=Cc2cc3c(cc2[N+](=O)[O-])OCO3)c1` = 0.27	i
